# b-catenin transl – modulators of beta-catenin nuclear translocation. HeLa beta-catenin nuclear translocation, immunofluorescence imaging. nuclear translocation activity, % at 5 µM. 190,000 compounds, 0.3% hits;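 active means nuclear translocation activity above 50% at 5 µM, with a well cell count of 50 or more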;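 further: per-cell ratio of nuclear to cytoplasmic median beta-catenin stain intensity; plate controls were DMSO negative control for no effect and GSK-3 inhibitor IX positive control for full effect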
#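 Test system: human HeLa cells, native beta-catenin. Compound dosing: 5 µM primary single dose, 0.1% DMSO, 0.02–20 µM confirmation series. Incubation: compound exposure 24 h at 37°C. Detection: beta-catenin immunostaining with DAPI counterstain, 20x imaging, 6 fields/well. Read-out basis: Nuclear/cytoplasmic beta-catenin signal ratio, % activation.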
# Lipid droplet – modulators of hepatic lipid droplet formation; AML12 mouse hepatocytes, oleate lipid droplets, BODIPY imaging; inhibition, % at 6.5 µM; 240,000 compounds, 0.4% hits; AID 1656;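 active means lipid droplet intensity inhibited by at least 50%, with more than 500 cells counted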
#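 Assay system: AML12 mouse liver cells | Compound: 6.5 µM single-point dosing | Schedule: Overnight exposure | Technique: Fluorescence imaging, 20x objective, two fields per well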
# Insulin prom up – MIN6 insulin promoter up-regulation. MIN6 insulin promoter-GFP reporter, high-content imaging; stronger effect = higher value. z-score at 5 µM. 190,000 compounds, 0.3% hits;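 active means z-score above 3 at 5 µM with at least 500 cells counted in the well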
# CSM14.1 death rescue – rescue of cells from ER stress-induced death, primary screen, 384-well, CSM14.1, thapsigargin, ATP luminescence (AID 1222). one-dose cellular ATP content (survival), % at 20 µM; EC50 in µM for titrated hits. 190,000 tested, under 10 active. CSM14.1 thapsigargin-induced death rescue, ATP luminescence; higher % means a stronger effect;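 active means EC50 below 50 µM in the dose-response confirmation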;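 further: death triggered by thapsigargin at about 15 µM added after 2 h compound pretreatment; cell ATP read after overnight thapsigargin exposure of roughly 18 to 22 hours; normalized against plate controls of thapsigargin alone and 5% DMSO vehicle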
# WT yeast gro inh – growth inhibition of WT yeast, mitochondrial fusion screen. inhibition, % at 10 µM. 190,000 compounds, 2.1% hits. AID 1362. mitochondrial fusion phenotypic screen, WT strain; in the data active means inhibition above about 58%; tested in S. cerevisiae
# Dynein cargo inh – dynein cargo transport inhibition. 3617.4 mouse cells, GR-EGFP nuclear translocation imaging; test concentration mostly 20 µM; stimulated with dexamethasone, 1 µM; stronger effect = lower value. z-score, hits read low. 220,000 compounds, 0.47% hits;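 active means plate z-score of nuclear minus cytoplasmic receptor signal below a set negative limit, without overly bright fluorescence or cell loss, cut at about -3.5 in these data, passing the limit was not always enough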;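 further: z-score of nuclear minus cytoplasmic ring GR-EGFP intensity difference per well; some compounds called inactive have numbers as strong as hits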
#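 Buffer or medium: Induction medium lacking tetracycline, stripped serum | Also added: Dexamethasone agonist, 1.0 µM final, for 30 min | Timing: 48 h induction, 1 h compound, 30 min dex at 37 °C | Detection: Formaldehyde fixation, Hoechst nuclear stain, 10x automated fluorescence imaging | Measure: Nuclear versus cytoplasmic GR-EGFP signal, averaged per well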
# XIAP displacement – small molecules displacing peptide from XIAP – biochemical, IAP family, fluorescence polarization (AID 1018); XIAP BIR domain, fluorescence polarization peptide displacement; higher % means a stronger effect; one-dose displacement, % at 20 µM; IC50 in µM for titrated hits; 200,000 compounds, 0.007% hits; in the data active means displacement above about 50%; further: a part of the inactive calls stands beside numbers as strong as those of hits
# MT stabilizer – microtubule stabilization, imaging screen; HeLa tubulin immunostaining HCS, 24 h; share of cells brighter than vehicle mean+2SD; % tubulin-high responders, % at 10 µM; 200,000 compounds, 0.83% hits;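 active means plate Z-score above 3 for both tubulin-high and condensed-nucleus cell shares, with cell loss under 80%, at 10 µM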;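 further: anti alpha tubulin signal scored within the nucleus-defined area of each cell; some results filed as inactive read as strong as hits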
# Autophagy mod – alters autophagy in cells | MEF GFP-LC3 puncta imaging; test concentration mostly 10 µM | calls only at 10 µM (by protocol) | 190,000 compounds, 0.98% hits | AID 463193;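 active means percentage of spot-positive cells more than 3 SD above its plate mean, without a fluorescence outlier flag or 80% toxicity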;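 further: spot-positive cell cutoff set from DMSO-treated cells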
# WT yeast gro inh mutant strain – also measured in WT yeast gro inh; calls as there; inhibition, %; mitochondrial fusion phenotypic screen, mutant strain inhibition
# Dynein cargo inh cytoplasmic EGFP – also measured in Dynein cargo inh; calls as there; z-score; measured here: cytoplasmic GR-EGFP intensity; stronger effect = higher value
# Dynein cargo inh nuclear GR-EGFP – second read-out of Dynein cargo inh, no call of its own (marks repeat the call); z-score; measured here: nuclear GR-EGFP intensity;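 lower value marks the stronger effect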
# Dynein cargo inh cell count – recorded beside Dynein cargo inh, whose call it bears; z-score; measured here: cell count per field
# Insulin prom up cell count – further read-out of Insulin prom up, marked with its call; cell count; measured here: cytotoxicity, nuclei count;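 total cells summed across four imaged fields per well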
# Lipid droplet cells 6.5 µM – also measured in Lipid droplet; calls as there; cell count; measured here: cell count, cytotoxicity flag;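 cells counted across two imaged fields per well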
# b-catenin transl cell count 5 µM – second read-out of b-catenin transl, no call of its own (marks repeat the call); cell count; measured here: cell count, cytotoxicity flag
# MT stabilizer Hoechst-high % – further read-out of MT stabilizer, marked with its call; % Hoechst-high responders; measured here: nuclear condensation Hoechst responders;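 share of cells brighter than vehicle mean plus two SD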
# MT stabilizer cytotoxicity % – also measured in MT stabilizer; calls as there; toxicity, %; measured here: cytotoxicity by cell density;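 0% = mean cell density of plate MIN control wells and 100% = no cells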
# Autophagy mod cell loss 18 h – further read-out of Autophagy mod, marked with its call; toxicity, %; measured here: cell loss, nuclei count;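 cell loss after 18 h compound exposure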
# Active calls of the source: *; i = inactive; . = no result given; + = active, no number.
# Preview, 5 compounds:
no. | compound | b-catenin transl | b-catenin transl cell count 5 µM | Lipid droplet | Lipid droplet cells 6.5 µM | Insulin prom up | Insulin prom up cell count | CSM14.1 death rescue | WT yeast gro inh | WT yeast gro inh mutant strain | Dynein cargo inh | Dynein cargo inh cytoplasmic EGFP | Dynein cargo inh nuclear GR-EGFP | Dynein cargo inh cell count | XIAP displacement | MT stabilizer | MT stabilizer Hoechst-high % | MT stabilizer cytotoxicity % | Autophagy mod | Autophagy mod cell loss 18 h
1 | CCC(CC)c1nnc(NC(=O)CN2C(=O)C3C4C=CC(C4)C3C2=O)s1 (stereo not drawn) | . | . | 5 | 701 | -1.3 | 879 | -0.3% | 11 | 28 | -0.79 | -0.29 | -0.24 | 0.89 | -3.2% | 2.2 | 1.5 | 6.6 | i | -5
2 | COc1cc(C=O)ccc1OCCSc1ccc(Cl)cc1 | 2.6 | 1332 | . | . | -0.19 | 1574 | 2.5% | -1 | -16 | -0.18 | -0.2 | -0.33 | 0.29 | -5.8% | 1.7 | 1.6 | 9.3 | i | 2
3 | O=C(CCC(=O)c1cccs1)NC(c1ccccc1)c1ccccc1 | -0.8 | 1319 | . | . | -0.7 | 1633 | -1.3% | -1 | -3 | -0.35 | -0.13 | -0.35 | 1.2 | -2.1% | 2.6 | 1.1 | 11 | i | -2
4 | Cn1c(=O)n(Cc2ccccc2)c(=O)c2c1nc1n2CCCN1Cc1ccccc1 | . | . | -4 | 798 | 0.03 | 1175 | -2.4% | -13 | 10 | 0.053 | -0.19 | 0.00078 | 0.16 | -4.8% | 1.5 | 2.4 | 8.6 | i | 8
5 | COc1cccc(CNc2ccc(S(N)(=O)=O)cc2)c1OCc1ccccc1F | -4.1 | 583 | -13 | 681 | -0.62 | 1366 | -0.9% | 1 | 17 | -0.072 | -0.22 | 0.1 | 0.7 | 1.8% | 2.2 | 2.0 | 9.0 | i | 8

# The list itself, previewed entries included:
no. | compound | b-catenin transl | b-catenin transl cell count 5 µM | Lipid droplet | Lipid droplet cells 6.5 µM | Insulin prom up | Insulin prom up cell count | CSM14.1 death rescue | WT yeast gro inh | WT yeast gro inh mutant strain | Dynein cargo inh | Dynein cargo inh cytoplasmic EGFP | Dynein cargo inh nuclear GR-EGFP | Dynein cargo inh cell count | XIAP displacement | MT stabilizer | MT stabilizer Hoechst-high % | MT stabilizer cytotoxicity % | Autophagy mod | Autophagy mod cell loss 18 h
1 | CCC(CC)c1nnc(NC(=O)CN2C(=O)C3C4C=CC(C4)C3C2=O)s1 (stereo not drawn) | . | . | 5 | 701 | -1.3 | 879 | -0.3% | 11 | 28 | -0.79 | -0.29 | -0.24 | 0.89 | -3.2% | 2.2 | 1.5 | 6.6 | i | -5
2 | COc1cc(C=O)ccc1OCCSc1ccc(Cl)cc1 | 2.6 | 1332 | . | . | -0.19 | 1574 | 2.5% | -1 | -16 | -0.18 | -0.2 | -0.33 | 0.29 | -5.8% | 1.7 | 1.6 | 9.3 | i | 2
3 | O=C(CCC(=O)c1cccs1)NC(c1ccccc1)c1ccccc1 | -0.8 | 1319 | . | . | -0.7 | 1633 | -1.3% | -1 | -3 | -0.35 | -0.13 | -0.35 | 1.2 | -2.1% | 2.6 | 1.1 | 11 | i | -2
4 | Cn1c(=O)n(Cc2ccccc2)c(=O)c2c1nc1n2CCCN1Cc1ccccc1 | . | . | -4 | 798 | 0.03 | 1175 | -2.4% | -13 | 10 | 0.053 | -0.19 | 0.00078 | 0.16 | -4.8% | 1.5 | 2.4 | 8.6 | i | 8
5 | COc1cccc(CNc2ccc(S(N)(=O)=O)cc2)c1OCc1ccccc1F | -4.1 | 583 | -13 | 681 | -0.62 | 1366 | -0.9% | 1 | 17 | -0.072 | -0.22 | 0.1 | 0.7 | 1.8% | 2.2 | 2.0 | 9.0 | i | 8
6 | O=C(CSc1ncccn1)Nc1ccccc1 | 0.0 | 1093 | 6 | 742 | -0.49 | 1224 | 0.1% | 4 | 16 | 0.3 | -0.23 | 0.59 | 0.3 | -0.9% | 2.1 | 2.1 | 11 | i | 3
7 | CCN(CC)CCCNC(=O)CSc1nc(-c2cccs2)cc(C(F)(F)F)n1 | 0.1 | 1072 | -12 | 632 | -0.51 | 1545 | -0.6% | -20 | -13 | -0.8 | -0.29 | -0.23 | 0.81 | 9.4% | 2.8 | 1.6 | 14 | i | -16
8 | Cc1ccccc1OCC(=O)N/N=C/c1cn(C)c2ccccc12 | 2.7 | 1239 | -6 | 662 | -0.52 | 1032 | . | . | . | 1.1 | -0.29 | 1.1 | 0.22 | . | . | . | . | . | .
9 | CCCC(=O)NC(c1ccc(OC)c(OC)c1)c1c(O)ccc2ccccc12 (stereo not drawn) | 0.5 | 1338 | . | . | 0.19 | 1565 | -0.8% | 16 | 31 | -0.59 | -0.17 | -0.41 | -0.037 | 0.6% | 1.2 | 1.3 | 8.6 | i | 26
10 | COc1ccccc1NC(=O)Nc1sccc1-c1nc2ccccc2s1 | 2.8 | 1324 | -18 | 699 | 0.43 | 945 | . | . | . | 0.12 | -0.072 | 0.036 | 0.6 | . | . | . | . | . | .
11 | N#CC1=C(SCC(=O)Nc2cccc3cccnc23)NC(=O)C(C#N)C12CCCCC2 (stereo not drawn) | 0.4 | 877 | 1 | 787 | 0.96 | 1372 | 1.1% | 2 | -7 | -0.42 | -0.23 | -0.013 | 0.19 | -4.0% | 2.0 | 1.8 | 4.7 | i | 1
12 | Cc1ccc(-n2c(=S)[nH]c3[nH]ncc3c2=O)cc1 | 0.0 | 1091 | 0 | 676 | -0.41 | 1346 | -1.3% | -12 | 11 | 1 | -0.36 | 0.32 | -0.21 | -9.4% | 5.8 | 1.9 | 4.5 | i | -1
13 | CCN(CC)c1nc2cc(OC)ccc2cc1C#N | -1.3 | 1059 | 14 | 636 | 0.25 | 1705 | -0.4% | -1 | 2 | -1 | -0.089 | -0.27 | 0.44 | 0.4% | 2.4 | 3.0 | 18 | i | 5
14 | CC1CC(C)(C)Nc2ccc(N=O)cc21 (stereo not drawn) | -0.5 | 1003 | 44 | 582 | 4.1* | 742* | -1.3% | 75* | 46* | -4* | 0.97* | -1.9* | 0.19* | -7.3% | 11 | 6.8 | 14 | + | 23*
15 | CCOc1[nH]n(-c2ccccc2)c(=O)c1C=Nc1ccc(C(=O)OC)cc1 | -2.2 | 923 | 4 | 639 | 0.84 | 1467 | -2.1% | 0 | 29 | -0.46 | -0.35 | -0.082 | 0.34 | -9.8% | 2.6 | 3.5 | 4.7 | i | 0
16 | CCC(C)n1[nH]c(=O)c2c(C)cc(C)nc21 (stereo not drawn) | 1.2 | 896 | -3 | 704 | 0.24 | 1352 | -2.0% | -16 | 3 | -0.3 | -0.27 | 0.038 | 0.96 | -0.6% | 1.5 | 2.2 | 7.6 | i | 1
17 | O=C(CSc1nccn1-c1ccccc1)Nc1ccc2c(c1)OCO2 | -0.4 | 1161 | 2 | 864 | -0.35 | 1072 | 2.5% | 11 | 11 | -0.4 | -0.15 | -0.24 | 0.88 | -18% | 2.1 | 1.7 | 8.9 | i | -2
18 | CC(C)N(Cc1cc2ccccc2[nH]c1=O)C(=O)C(C)(C)C | 0.5 | 1130 | . | . | 0.13 | 1123 | 1.6% | 1 | 2 | 0.17 | -0.2 | 0.048 | -0.14 | -0.9% | 1.9 | 1.7 | 3.7 | i | -3
19 | COc1ccc(C(=O)O)cc1S(=O)(=O)NC(C)(C)C | -1.7 | 1304 | -13 | 649 | -0.87 | 1173 | . | . | . | -0.83 | -0.85 | -0.28 | 0.5 | . | . | . | . | . | .
20 | OCCN(Cc1ccccc1)CC(O)COc1ccc(-c2ccccc2)cc1 (stereo not drawn) | 2.6 | 1501 | 8 | 611 | -0.06 | 982 | -2.8% | 66* | 57* | -0.61 | -0.16 | -0.45 | -0.2 | -9.0% | 2.1 | 2.1 | 6.2 | i | 13
21 | COc1ccc(OC)c(N(CC(=O)NC2CC2)S(=O)(=O)c2ccc(C)cc2)c1 | -4.4 | 1148 | . | . | . | . | 0.1% | 15 | 3 | -0.26 | -0.47 | -0.26 | 0.87 | -8.0% | 3.2 | 2.3 | 10 | i | -1
22 | Cc1ccc(-c2csc(Nc3ccccc3)[n+]2CCc2ccccc2)cc1 | -4.8 | 1083 | 34 | 661 | . | . | -2.8% | 28 | 18 | -0.063 | -0.37 | 0.12 | 0.75 | -5.0% | 1.9 | 2.8 | 5.0 | i | -1
23 | CCOC(=O)c1ccc(NC(=O)c2nc[nH]c2C(=O)NCC(=O)OC(C)(C)C)cc1 | -0.5 | 1403 | 15 | 621 | 0.09 | 803 | . | . | . | -0.31 | -0.79 | -0.064 | 0.5 | . | . | . | . | . | .
24 | COc1ccccc1-c1cc(C(=O)N2CCc3ccccc3C2)c2ccccc2n1 | -4.5 | 1001 | . | . | -0.27 | 1356 | 0.1% | 38 | 31 | -0.97 | -0.2 | -0.18 | -0.12 | -0.4% | 2.0 | 1.5 | 9.2 | i | 3
25 | COc1ccccc1-c1nc(C#N)c(N2CCN(Cc3ccccc3)CC2)o1 | 3.7 | 1022 | -8 | 761 | -0.35 | 600 | 1.8% | -10 | 7 | -0.63 | -0.17 | -0.9 | -0.22 | -3.2% | 4.1 | 2.0 | 2.5 | i | 11
26 | CCC(CC)c1nnc(NC(=O)c2c(C)nn(Cc3ccccc3Cl)c2C)s1 | 0.8 | 1319 | . | . | -0.74 | 1168 | -1.1% | 39 | -11 | 0.23 | -0.27 | 0.36 | -0.34 | -4.9% | 4.8 | 1.4 | 6.1 | i | 2
